Screening results from PubChem.
Apaf1 inhib: inhibitors of human Apaf-1 apoptosome, primary screen, biochemical, DEVD-Rh110 fluorescence, uHTS; Apoptotic protease-activating factor 1 (Homo sapiens), O14727; reconstituted apoptosome caspase-3 activity; inhibition, % at 20 µM; 330,000 tested, 0.71% active; active means inhibition of at least 40% at 20 µM;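 further: plate controls were DMSO wells for no effect and DEVD-CHO caspase inhibitor wells for full effect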
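Material: reconstituted apoptosome with Apaf-1, cytochrome c, caspase-9, procaspase-3, dATP. Technique: Rh110 fluorescence intensity. Buffer or medium: pH 7.5 Hepes buffer with CHAPS, BSA, DTT. Times: 30 min plus 50 min, RT.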
SENP8 block-1: human SENP8 protease inhibitors, primary screen, biochemical, fluorescence, Nedd8 protein substrate, uHTS | AID 602440, 2012 | recombinant SENP8 | inhibition, % at 20 µM | 360,000 tested, 0.64% active | Sentrin-specific protease 8 (Homo sapiens), Q96LD8; in the data active means inhibition mostly above about 40%, no sharp cut-off; inactive means mostly below about 27%
Target sequence (Q96LD8 whole entry, looked up): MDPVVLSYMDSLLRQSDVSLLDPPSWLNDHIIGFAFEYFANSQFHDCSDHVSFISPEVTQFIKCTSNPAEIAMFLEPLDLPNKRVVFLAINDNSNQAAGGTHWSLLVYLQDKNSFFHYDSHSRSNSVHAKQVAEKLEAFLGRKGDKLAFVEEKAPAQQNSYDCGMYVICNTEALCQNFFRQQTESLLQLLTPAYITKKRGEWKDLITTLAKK
SENP8 block-2: SENP8 protease inhibitors, primary screen, biochemical, luminescence; Sentrin-specific protease 8 (Homo sapiens), Q96LD8; purified SENP8, Z-RLRGG-aminoluciferin cleavage; inhibition, % at 10 µM; 330,000 tested, 1.2% active; AID 2540, 2010; in the data active means inhibition above about 50%
SENP6 inh: SENP6 protease inhibitors, primary screen, biochemical, luminescence, uHTS | Sentrin-specific protease 6 (Homo sapiens), Q9GZR1 | inhibition, % at 10 µM | 330,000 tested, 1.8% active | Recombinant SENP6 catalytic domain, aminoluciferin luminescence;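 active means inhibition above about 50% at the single tested dose, limit read from the data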;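 further: plate controls were DMSO wells with enzyme for no effect and DMSO wells lacking enzyme for full effect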
Target sequence (Q9GZR1 628-1112 limits assumed): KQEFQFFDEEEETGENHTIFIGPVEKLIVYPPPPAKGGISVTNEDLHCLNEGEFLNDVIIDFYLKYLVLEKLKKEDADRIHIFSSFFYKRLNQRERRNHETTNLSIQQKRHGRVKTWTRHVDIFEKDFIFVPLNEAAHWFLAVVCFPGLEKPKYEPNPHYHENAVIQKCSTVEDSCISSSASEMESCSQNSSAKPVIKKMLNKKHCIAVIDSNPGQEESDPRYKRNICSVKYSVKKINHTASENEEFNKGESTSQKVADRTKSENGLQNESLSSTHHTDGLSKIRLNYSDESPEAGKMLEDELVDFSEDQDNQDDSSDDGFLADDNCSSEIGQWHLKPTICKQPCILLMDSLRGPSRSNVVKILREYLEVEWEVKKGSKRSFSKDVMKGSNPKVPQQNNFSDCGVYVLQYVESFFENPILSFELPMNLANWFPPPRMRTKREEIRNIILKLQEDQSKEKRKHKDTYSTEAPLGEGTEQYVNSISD
SENP1 FRET inh: human SENP1 catalytic domain inhibitors, primary screen, biochemical, FRET, uHTS; recombinant SENP1 catalytic domain, CyPet-SUMO1-YPet FRET cleavage; inhibition, % at 10 µM; 360,000 tested, 0.21% active; AID 624204, 2012;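 active means inhibition at least 30% at 10 µM, raw YFP signal under a set limit, fluorescence ratio 0.5 to 1.5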;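 further: 0% = enzyme with DMSO and 100% = no enzyme wells; some results filed as inactive read as strong as hits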
Target sequence (Q9P0U3 419-644 limits assumed): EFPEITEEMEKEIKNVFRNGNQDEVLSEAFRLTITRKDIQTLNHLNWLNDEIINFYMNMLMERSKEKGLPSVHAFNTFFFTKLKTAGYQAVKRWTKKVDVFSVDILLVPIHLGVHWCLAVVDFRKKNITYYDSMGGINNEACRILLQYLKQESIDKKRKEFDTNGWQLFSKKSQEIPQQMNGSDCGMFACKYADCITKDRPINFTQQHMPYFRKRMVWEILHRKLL
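System: Recombinant human SENP1 catalytic domain, His6-tagged | Incubation: Enzyme reaction for 50 min at room temperature, dark | Medium: Tris pH 8 with BME, BSA, NP40 and catalase | Also added: 25 nM SUMO1 FRET substrate | Compound: 10 µM single point, 0.5% DMSO | Measured by: FRET fluorescence in CFP and YFP emission channels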
UBC13 inh: UBC13 polyubiquitin chain formation inhibitors, primary screen, biochemical, TR-FRET, uHTS. AID 485273, 2010. 330,000 tested, 0.47% active. Ubiquitin-conjugating enzyme E2 N (Homo sapiens), P61088. inhibition, % at 20 µM; in the data active means inhibition above about 45%, passing the limit was not always enough; inconclusive means no clear call, values can overlap the other calls
Target sequence (P61088 whole entry, looked up): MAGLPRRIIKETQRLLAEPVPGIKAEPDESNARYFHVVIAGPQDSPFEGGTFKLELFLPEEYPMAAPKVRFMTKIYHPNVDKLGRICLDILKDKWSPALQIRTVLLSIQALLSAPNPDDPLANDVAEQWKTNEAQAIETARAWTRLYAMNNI
SENP7 block: SENP7 protease inhibitors, primary screen, biochemical, luminescence, uHTS | inhibition, % at 5 µM | AID 434973, 2010 | Sentrin-specific protease 7 (Homo sapiens), Q9BQF6 | 330,000 tested, 1.5% active | recombinant SENP7, Z-RLRGG-aminoluciferin luminescence, 40 min;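 active means inhibition above about 50% at the single test dose, limit read from the data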;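 further: plate controls were DMSO with enzyme for no effect and no enzyme buffer wells for full effect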
A3G deaminase: APOBEC3G DNA deaminase inhibitors, primary screen, biochemical, fluorescence, single-stranded DNA substrate, uHTS; DNA dC->dU-editing enzyme APOBEC-3G (Homo sapiens), Q9HC16; recombinant A3G, ssDNA deamination FAM/TAMRA fluorescence; inhibition, % at 20 µM; 330,000 tested, 0.28% active; AID 493012, 2011;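 active means inhibition of at least 40% at 20 µM, with no more than 30% in the related APOBEC3A deaminase screen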;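 further: plate controls were DMSO wells with A3G for no effect and wells lacking A3G enzyme for full effect; some compounds called inactive have numbers as strong as hits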
* hit, by the source's call; u = inconclusive; x = not tested or not shown.

Order of values: SENP6 inh	SENP1 FRET inh	A3G deaminase	SENP8 block-1	Apaf1 inhib	UBC13 inh	SENP7 block	SENP8 block-2
1. O=C(NCCCn1ccnc1)C(=O)NCC1OCCCN1S(=O)(=O)c1ccccc1 (stereo not drawn)
    0	2	-2	10	5	u	-4	-3
2. O=C1Nc2ccc(Cl)cc2C(=O)C1(F)c1ccccc1 (stereo not drawn)
    -4	0	-11	-54	-4	3	8	3
3. C/C(=N\NC(=S)Nc1cc(S(=O)(=O)N2CCOCC2)ccc1Cl)c1ccc(N2CCOCC2)cc1
    -6	-12	-4	-214	-12	-9	5	-7
4. COC(=O)c1ccccc1NC(=O)N1CCc2ccc(NC(=O)c3ccccn3)cc2C1
    22	-7	-3	-242	31	-4	4	0
5. COc1ccc(CCNC(=O)c2cc(-c3ccccc3OC)on2)cc1OC
    3	2	-5	-2	-3	6	-5	7
6. CCOc1ccc(NC(=O)CSc2nnc(CCNC(=O)c3ccc(OC)cc3)n2C)cc1
    -6	1	-4	18	2	-22	-2	-3
7. COc1cc(/C=N/NC(=O)c2cc(-c3ccco3)nc3ccccc23)cc(OC)c1O
    25	-3	20	-86	-9	9	2	8
8. C=CCNC(=S)Nc1cc(Cl)ccc1OC
    -15	-2	0	17	1	-1	-1	-8
9. O=C(N/N=C/c1ccccc1)c1n[nH]c2c1CCCC2
    58*	3	-7	-2	-2	-2	50*	47
10. COc1cc(/C=C/C(=O)OCC(=O)N2CCN(C(=O)c3ccco3)CC2)ccc1O
    8	-29	-1	-295	-7	-2	8	4
11. COc1ccc(N2CCOCC2)c(NC(=O)COc2cccc(C)c2C)c1
    5	1	-6	2	18	10	6	-5
12. COc1ccc(CCC(=O)OCC(=O)NCc2ccc(OC)c(OC)c2)cc1OC
    -17	1	2	-4	0	-1	-2	0
13. COc1cc(C(=O)Nc2ccn(C)n2)ccc1OC(F)F
    -4	-2	-11	-7	16	-11	-1	-16
14. Cc1ccc(-n2nnnc2SCC(=O)NCC2(N3CCOCC3)CCCCC2)c(C)c1
    1	0	-5	4	16	4	-1	-13
15. CCOc1ccc(C=Nc2cccc3ncccc23)cc1
    11	4	-1	-8	-10	-3	31	-10

Reprinted at random: three records from the list, in no set order.
Order of values: SENP6 inh	SENP1 FRET inh	A3G deaminase	SENP8 block-1	Apaf1 inhib	UBC13 inh	SENP7 block	SENP8 block-2
7. COc1cc(/C=N/NC(=O)c2cc(-c3ccco3)nc3ccccc23)cc(OC)c1O
    25	-3	20	-86	-9	9	2	8
11. COc1ccc(N2CCOCC2)c(NC(=O)COc2cccc(C)c2C)c1
    5	1	-6	2	18	10	6	-5
2. O=C1Nc2ccc(Cl)cc2C(=O)C1(F)c1ccccc1 (stereo not drawn)
    -4	0	-11	-54	-4	3	8	3

Following part:
Order of values: SENP6 inh	SENP1 FRET inh	A3G deaminase	SENP8 block-1	Apaf1 inhib	UBC13 inh	SENP7 block	SENP8 block-2
16. CCOC(=O)C(C)Sc1nnc(Cc2cc(=O)[nH]c(=O)[nH]2)n1-c1ccc(Cl)cc1 (stereo not drawn)
    -13	64*	-6	8	-6	-1	-5	6
17. CCC(C)c1ccc(NC(=S)Nc2ccc(OC)cc2C)cc1 (stereo not drawn)
    17	0	-3	30	8	2	9	1
18. Cc1ccc(C(=O)NCC(=O)O)s1
    -9	2	-11	2	13	-1	-12	-16
19. CCN(CC)c1nc2c(c(=O)[nH]c(=O)n2C)n1CCCc1ccccc1
    -18	1	-1	4	5	2	6	-11
20. CC(C)(Oc1ccc(CCNC(=O)c2ccc(Cl)cc2)cc1)C(=O)O
    -1	3	-4	4	-7	2	5	5
21. O=C(O)C1CCN1C1CCCCC1 (stereo not drawn)
    -12	1	-1	22	5	-6	-8	-6
22. Cc1ccccc1NC(=O)c1cc(S(=O)(=O)c2ccccc2)ccc1Cl
    -12	1	-4	-16	12	8	8	-1
23. CS(=O)(=O)c1ccc2nc(N)sc2c1
    8	-1	-5	4	-2	6	2	2
24. CC1CCCCN1CCn1c(=S)[nH]c2ncccc2c1=O (stereo not drawn)
    0	-1	2	4	13	-8	-3	-4
25. CCOc1ccc(C(=O)NCC(=O)NC(C)CCc2ccccc2)cc1OCC (stereo not drawn)
    4	2	4	0	20	-2	3	0
26. CC(C)Cc1nnc(NC(=O)c2ccncc2)s1
    -3	1	-4	4	-4	1	-5	2
27. CC1(C)Cc2c(c(-c3ccccc3)nc3sc4c(=O)[nH]c(=S)[nH]c4c23)CO1
    -10	x	-1	x	-12	-10	5	2
28. C1=C(CCNc2ncnc3nc[nH]c23)CCCC1
    -4	-1	-9	9	4	0	-11	-22
29. O=C(OC1C2CCC1C1CN(CCc3ccccc3)CC12)c1ccccc1 (stereo not drawn)
    -5	-8	-2	13	-15	6	4	-2
30. C=CCC(=O)N(CC)CC1CCCN(CCc2cccc(F)c2)C1 (stereo not drawn)
    -22	0	-7	9	5	0	-10	-3
31. Cc1ccc(S(=O)(=O)NCC(C)n2nc(C)nc2C)cc1 (stereo not drawn)
    -4	2	-9	9	2	6	-11	0
32. C[C@H]1NC(=O)[C@@]2(C)[C@H](c3ccccc3)[C@H]3COc4ccccc4[C@@H]3N2C1=O
    2	0	-6	9	9	10	2	5
33. CCC(=O)N1CCc2cc(S(=O)(=O)N3CCCCC3CC)ccc21 (stereo not drawn)
    -4	1	-4	19	2	-7	17	2
34. CC(C)CCN(CCC(C)C)CC(O)Cn1c2ccccc2c(=O)c2ccccc21 (stereo not drawn)
    1	-104	-10	-459	0	15	-10	-5
35. O=C(C1CC(=O)N(C2CCCC2)C1)N1CCN(c2ccccc2F)CC1 (stereo not drawn)
    -1	1	-3	5	4	-3	4	2
36. Cc1ccc(S(=O)(=O)N2CCN(C(=O)COC(=O)CCOc3ccccc3)CC2)c(C)c1
    1	1	12	11	7	7	1	3
37. CCOc1ccc(C(C)NC(=O)CN2C(=O)NC3(CCCCC3)C2=O)cc1OCC (stereo not drawn)
    -14	0	-2	4	3	0	8	0
38. Cc1cc2nc(-c3ccc[nH]c3=O)[nH]c2cc1C
    95*	-73	-6	-286	-1	15	97*	92*
39. CNC(=S)Nc1ccccc1-c1ccccc1
    -14	1	-5	20	-3	0	3	-4
40. COc1ccccc1NC(=S)N1CCN(C(=O)c2ccco2)CC1
    8	2	-1	29	6	0	8	1
41. Cn1c(Cl)c(/C=N/OC(=O)c2cccc(Cl)c2)c2ccccc21
    -9	2	-7	-30	12	2	-1	-4
42. O=C(Nc1cccc(Cl)c1)N1CCC(CO)(CCOc2ccccc2)CC1
    -15	2	-3	17	3	5	1	5
43. CN(C)[C@H]1N(C(=O)c2ccc(Br)cc2)N=C2c3ccccc3S(=O)(=O)N21
    0	3	8	2	12	-4	7	-6
44. COC(=O)[C@H](Cc1ccccc1)NC(=O)NCCc1ccccc1F
    -9	1	-10	11	2	6	0	0
45. COc1ccccc1CN1CCC(n2nccc2NC(=O)CCOc2ccccc2)CC1
    -10	3	-8	7	-1	4	0	-6
46. Cc1sc(NC(=O)Cc2ccc3c(c2)OCO3)nc1-c1ccc2c(c1)CCN2C(=O)c1ccccc1F
    -35	-1	-5	-2	14	-17	-2	-6
47. COc1ccc(S(=O)CC(=O)Nc2ccccc2Cl)cc1 (stereo not drawn)
    -16	1	-5	15	-8	4	1	4
48. CC1C(=O)N2CCCc3cc(S(=O)(=O)Nc4ccccc4C(N)=O)cc1c32 (stereo not drawn)
    -10	-13	-1	-127	10	2	-15	-9
49. Cc1cc(C)n(CCCNC(=O)C2CCC(=O)N(CCc3ccc(Cl)cc3)C2)n1 (stereo not drawn)
    -15	3	-7	6	-1	-2	11	-9
50. O=C(CSc1nnc(CN2CCCC2)n1-c1ccccc1)c1ccc2c(c1)OCO2
    -9	0	-9	-7	23	-8	-14	-8
51. CCOC(=O)N1CCN(Cc2nc3cc(NC(=O)CC(C)C)ccc3n2C)CC1
    23	0	-5	7	3	-3	-5	0
52. Cc1cc(O)c(CN(C)C)c2c1C(=O)/C(=C/c1ccco1)O2
    -26	-21	21	-137	3	-7	-5	-1
53. COc1cccc(/C=N/NC(=O)c2ccc(=O)n(C)c2)c1OC
    -11	2	-5	-9	-4	7	5	2
54. O=C(CN1C(=O)COc2ccccc21)NCC1CCCO1 (stereo not drawn)
    -12	-1	-10	7	-9	-7	-8	-8
55. CC(=O)c1cccc(NC(=O)C(C)OC(=O)CNC(=O)c2ccc(C)s2)c1 (stereo not drawn)
    1	-6	-3	5	-10	0	-2	2
56. Cc1c(Cc2ccccc2)c(=O)oc2cc(O)cc(O)c12
    -5	-35	-5	-384	3	u	7	-7
57. Cn1c(=O)c2c(ncn2CC(=O)OCC(=O)Nc2sccc2C(N)=O)n(C)c1=O
    -5	-1	-6	13	-8	2	-5	-13
58. N/C(=N\NC(=O)c1cccc(F)c1)c1cc2ccccc2oc1=O
    7	1	-11	-4	3	-23	-6	-3
59. CCCCCCCOc1ccc(C2(C)NC(=O)NC2=O)cc1 (stereo not drawn)
    7	2	-2	-12	15	0	-3	-9
60. C#CCOCCOCCOCCNc1nc(N2CCOCC2)nc(N2CCN(C(=O)[C@H]([C@@H](C)CC)n3cc([C@@H](N)CC(C)C)nn3)CC2)n1
    -4	-1	-9	5	1	16	4	-7
61. Cc1cccc(OCc2nnc(SC(C)C(=O)Nc3ccc(N4CCOCC4)cc3)o2)c1 (stereo not drawn)
    -9	0	-10	14	-6	9	6	9
62. CN1CCC(N(C)CC(=O)Nc2ccc3c(c2)OC(F)(F)O3)CC1
    -2	0	-6	12	0	-7	-5	-6
63. CN(C)CCN(C(=O)CCS(=O)(=O)c1ccccc1)c1nc2cc3c(cc2s1)OCO3
    -7	-2	-4	11	9	-2	-4	-1
64. CS(=O)(=O)N(CC(=O)N/N=C/c1cc([N+](=O)[O-])ccc1Cl)c1ccccc1
    -15	-24	-6	32	18	-7	-8	-2
65. C/C(=N\Nc1ccccc1)c1c(O)cc(C)oc1=O
    -7	0	3	-9	0	-10	-7	-8
66. CCOC(=O)c1cnc2c(C(=O)OC)cccc2c1NCc1ccco1
    -22	-13	-1	-195	5	-6	0	-12
67. CCOc1ccc(CN(C)C(=O)CNC(=O)C2CCCCC2)cc1OC
    -24	2	-2	8	9	-2	-7	-2
68. COc1ccc(NC(=O)C2CCCN(c3ncccn3)C2)cc1 (stereo not drawn)
    9	1	-5	-35	-2	6	-2	0
69. O=S(=O)(NCc1ccc2c(c1)OCO2)c1ccc2oc3ccccc3c2c1
    -11	3	-2	10	-1	14	10	1
70. O=C(Sc1nnc(-c2ccccc2)o1)N1c2ccccc2Sc2ccccc21
    18	-4	0	-160	1	3	-9	6
71. COC(=O)c1c(NC(=O)CSc2ncnc3ccccc23)sc(C)c1C
    -8	-6	-6	22	-20	4	-2	4
72. O=C(N/N=C/c1ccc(COc2ccc(Br)cc2)o1)c1ccc2c(c1)OCO2
    -11	1	-5	-18	15	-10	14	-7
73. CCC(C(=O)O)n1nnc(-c2ccc(OCc3ccccc3)c(OC)c2)n1 (stereo not drawn)
    14	x	-12	x	-15	10	0	0
74. O=C(c1cc(-c2ccc(O)cc2)on1)N1CCCC1
    39	7	-14	10	4	6	7	14
75. Cc1cc(N2C(=O)C(O)=C(C(=O)c3ccco3)C2c2cccnc2)no1 (stereo not drawn)
    16	x	-1	x	-8	6	5	2
